Screens from PubChem BioAssay.
a7 integrin act = activators of alpha7 integrin expression for muscular dystrophy; alpha7betagal myoblasts, beta-gal FDG fluorescence, 48 h; Potency, µM (top dose mostly 38.3 µM), inactives show top-dose activation, hits mostly activators; hit rate 0.064% among 350,000; AID 624291;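 also: potency is read from the fitted curve at half-maximal effect; 100% = response of the positive control SU9516; nearly all actives have a fitted effect of over 60% in size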
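alpha7betagal+/- myoblasts (passage 13, 250/well) treated 48 h at 37C with compounds at 1:260 dilution of DMSO stock. Lysed, then beta-galactosidase activity read as FDG fluorescence (ex 480/em 540) after 30 min, with pre-read for autofluorescence.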
BRCA1 expr act = activators of BRCA1 expression | MCF7-BRCA1-FFLuc reporter, luminescence, 48 h; response scale: scaled: vehicle 0%, 10 µM genistein 100% | Potency, µM (titrated, usually from 46.1 µM), without a hit: at the highest dose activation, actives largely listed as activators | hit rate 1.1% among 380,000 | AID 624202; also: potency is read from the fitted curve at half-maximal effect; nearly all actives have a fitted effect of over 80% in size; some results filed as inactive show a strong effect at the top dose
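Luminescence from a BRCA1-driven firefly luciferase in MCF7 cells was the read-out, taken 15 min after substrate addition following 48 h compound exposure at 37 °C. Data were normalized to a 10 microM genistein control and DMSO vehicle.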
TCR act = T cell receptor activation. primary human leukocytes, anti-CD3, IL-2 HTRF, 48 h. Potency, µM (highest dose often 9.22 µM), inactives show at the highest dose activation of IL-2 secretion, actives largely listed as activators. 330,000 tested, under 10 active. AID 504894; also: % of control where 0% means no effect
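1) Mix primary human leukocytes, a-CD3 beads and compound. 2) Incubate 48 hr. 3) Add HTRF IL-2 reagents (a-IL-2-K, a-IL-2-d2).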
B2AR arrestin = agonists driving beta-arrestin recruitment to human beta2-adrenergic receptor | P07550 | beta-arrestin recruitment to beta2AR, cell-based reporter | Potency, µM (highest dose often 46.1 µM), without a hit: at the highest dose activation, actives largely listed as activators | hit rate 0.02% among 330,000;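 also: potency is read from the fitted curve at half-maximal effect; 0% = DMSO controls and full agonism = EC100 isoproterenol or metaproterenol; nearly all actives have a fitted effect of over 65% in size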
p53 reactivation = restores transcriptional activity of mutant p53; H1299 p53-A138V BP100-luciferase reporter, luminescence, 24 h; hit rate 0.063% among 320,000; Potency, µM (series often up to 92.2 µM), inactives show at the top dose activity change, positive = activation, hits mostly activators; also: potency is read from the fitted curve at half-maximal effect; % of control where 0% means no effect; nearly all actives have a fitted effect of over 45% in size
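p53-null H1299 cells stably carrying temperature-sensitive p53-A138V and a BP100-luciferase reporter were pinned with compounds (4-point, 1:5 series) and held 24 hrs at 37 deg C. Luminescence was read 10 min after detection reagent.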
PTAP TSG101 blk = blocks PTAP/TSG101 interaction to inhibit HIV-1 budding; 340,000 tested, under 10 active; Fluorescence polarization, FITC-PTAP peptide / Tsg101 binding; Q99816; Potency, µM (titrated, usually from 115 µM), for the others: top-dose activity change, negative = inhibition, most hits filed as inhibitors; active = well fitted inhibition curve with a large enough effect in the main read-out, with a control signal flat, not every such curve was filed as active; inconclusive = small, poorly fitted or top-dose-only effect, or effect the other way, or a change in a side signal; inactive = no such curve, though single readings can be large or run the other way; also: potency is read from the fitted curve at half-maximal effect; % of control where 0% means no effect
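Steps: Tsg101 binding domain dispensed (10 uM final), compounds pinned in DMSO, FITC-labeled PTAP-motif peptide added (50 nM final); after 20 min binding at room temperature, polarization measured.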
TRPV1 ag = activates the human vanilloid receptor TRPV1; TRPV1-expressing cells, Fluo-8 calcium influx, agonist mode; activation, % at 8.33 µM; hit rate 0.19% among 320,000; AID 540275; in the data active = activation above about 80%; inconclusive = between about 30% and that limit; also: 0% is about no effect
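TRPV1-expressing cells were cultured overnight at 35.5C and loaded with Fluo-8 calcium dye for 40 to 90 min at room temperature. After a 10 s baseline, compound was added and calcium influx was read kinetically for 3 min (ex 480/em 520 nm).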
ELG1 repair inh = inhibitors of ELG1-dependent DNA repair in HEK293T cells; HEK293T ELG1-luciferase reporter, luminescence, 16 h; DNA damage induced by 5-fluorouridine; Potency, µM (series often up to 46.1 µM), for the others: at the top dose activity change, negative = inhibition, most hits filed as inhibitors; hit rate 2.3% among 330,000; AID 504467; also: potency is read from the fitted curve at half-maximal effect; % is scaled to controls: 0 for no effect and ±100 for the full control effect; nearly all actives have a fitted effect of over 55% in size
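Step one: seed 2,000 cells per well. Step two: pin-transfer compound or DMSO alongside 5-fluorouridine. Step three: incubate 16 hr, 37 °C, 5% CO2. Step four: add ONE-Glo, wait 30 min, read luminescence.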
CXXC DNA block = MLL CXXC-DNA interaction inhibition; MLL-CXXC / FITC-HOXA9 DNA fluorescence polarization; Potency, µM (highest dose often 115 µM), for the others: at the top dose activity change, negative = inhibition, most hits filed as inhibitors; hit rate 0.037% among 290,000; active = well fitted inhibition curve with a large enough effect in the polarisation, with a control signal flat, not every such curve was filed as active; inconclusive = small, poorly fitted or top-dose-only effect, or effect the other way, or a change in a side signal; inactive = no such curve, though single readings can be large or run the other way; the % refers to the polarisation; also: potency is read from the fitted curve at half-maximal effect
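Purified MLL-CXXC (added from a 7 uM solution) was preincubated 5 min at ambient with pinned compounds in 50 mM Tris-HCl pH 7.5, 50 mM NaCl, 1 mM DTT, 0.05% BSA. Fluorescein-labeled HOX-A9 DNA (50 nM solution) followed, 30 min, then polarization read.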
A-T KAP1 phos = potential ataxia-telangiectasia treatment. Potency, µM (series often up to 57.5 µM), without a hit: at the highest dose activation, most hits filed as activators. […] A-T fibroblasts, KAP-1 phosphorylation AlphaLISA; neocarzinostatin DNA damage 30 min before lysis. hit rate 0.19% among 320,000. AID 485349; also: potency is read from the fitted curve at half-maximal effect; % of control where 0% means no effect; nearly all actives have a fitted effect of over 45% in size
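hTERT-immortalized A-T patient fibroblasts ([…]), 500 cells/well in OPTI-MEM, 1% FBS, got compounds for 60 min, then NCS for 30 min at 37C. Lysates were then assayed for phospho-KAP-1 by AlphaLISA (anti-pKAP1 donor, anti-KAP1 acceptor beads), 6 hr at 25C.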
Active calls of the source: *; ? = inconclusive; . = not tested or not shown; & = joins results of further samples; [ ] = remark or other dose. Unless noted, calls follow the shape of the dose curve; as a rule, active = well fitted curve in the direction sought with a large enough effect; inconclusive = small, poorly fitted or top-dose-only effect, or another doubt; inactive = no such curve, though single readings can be large; an effect the other way counts as inactive or inconclusive.

Fields: a7 integrin act	BRCA1 expr act	TCR act	B2AR arrestin	p53 reactivation	PTAP TSG101 blk	TRPV1 ag	ELG1 repair inh	CXXC DNA block	A-T KAP1 phos
[1] COc1cc2cc(Br)cc(Br)c2nc1C
 : 21%	-9%	-29%	-0.2%	-2%	-7%	-1	?	-12%	-2%
[2] COc1ccc(CCN(Cc2cc3ccc(C)cc3n3nnnc23)C(C)=O)cc1OC
 : 3%	-18%	-68%	-0.2%	0%	-1%	0	3%	4%	-1%
[3] O=C(c1ccc(Cl)c(S(=O)(=O)N2CCCC2)c1)N1CCCC(C(F)(F)F)C1 (centres undefined)
 : 10%	-19%	0%	-0.2%	0%	1%	20	4%	.	-6%
[4] CCOc1ccc(CCNC(=O)COC(=O)c2cc(OC)cc(OC)c2)cc1OCC
 : 3%	-3%	-3%	0.0%	0%	2%	1	2%	16%	1%
[5] O=C1NC(c2cccc([N+](=O)[O-])c2)=CCN1c1ccccc1O
 : 30%	-60%	3%	0.0%	3%	-4%	1	21%	-16%&7%	-4%
[6] COc1ccc(N2C(=O)CC(N3CCN(C(=O)c4ccco4)CC3)C2=O)cc1 (centres undefined)
 : 11%	8%	-5%	0.6%	1%	-4%	0	-3%	-3%	-1%
[7] COc1ccc(CN(CC2CCC(C(=O)O)CC2)C(=S)Nc2cc(C)ccc2C)cc1 (centres undefined)
 : ?	-3%	1%	-0.3%	-1%	2%	-1	0%	10%	4%
[8] Cc1ccc(S(=O)(=O)N2c3ccccc3OCC2C(C)(C)C)cc1 (centres undefined)
 : 0%	-76%	2%[46.1 µM]	-0.2%	16%	-11%	7	?	-1%	4%
[9] CCN1c2ccccc2NC2N=C(OC)C(c3ccccc3)C21 (centres undefined)
 : -50%[inhibitor]	-111%[inhibitor]	.	-0.6%	-19%	.	8	?	-6%	25%
[10] O=C(c1ccccc1)N1CCN(S(=O)(=O)c2cccc(NS(=O)(=O)c3ccccc3)c2)CC1
 : -14%	-20%	-2%	0.2%	-5%	0%	-5	0%	8%	-5%
[11] CCN(C(=O)COC(=O)c1ccco1)c1c(N)n(Cc2ccccc2)c(=O)[nH]c1=O
 : 17%	-10%	1%	-0.5%	11%	1%	-3	5%	.	2%
[12] Cc1[nH]nc2c1/C(=N/O)CC(c1ccccc1)C2 (centres undefined)
 : 1%	-2%[1.84 µM]	-5%	-0.3%	-30%	-9%	-2	9%	-2%	17%
[13] O=C(Nc1ccc(-c2cn3ccsc3n2)cc1)C1COc2ccccc2O1 (centres undefined)
 : 19%	5%	-12%	0.3%	7%	-4%	15	-6%	-11%	9%
[14] COc1cc(Cc2cc(N)nc(N)n2)cc(OC)c1OC
 : 41%	-2%	-6%	-1.1%	-6%	0%	2	9%	11%	13%
[15] Cc1nn(Cc2ccccc2)c(C)c1/C=N/NC(=O)CNc1cccc(C(F)(F)F)c1
 : 1%	-52%	-2%[46.1 µM]	5.8%	-2%	-14%	2	?	-2%	0%

Continuation:
item	structure	a7 integrin act	BRCA1 expr act	TCR act	B2AR arrestin	p53 reactivation	PTAP TSG101 blk	TRPV1 ag	ELG1 repair inh	CXXC DNA block	A-T KAP1 phos
16	CCn1c(SCc2nc3scc(-c4ccccc4)c3c(=O)[nH]2)nnc1-c1ccc(Cl)cc1	2%	-25%	4%[46.1 µM]	-0.7%	7%	2%	-9	-16%	9%	-5%
17	Cc1c(NC(=O)C(C)OC(=O)COc2ccc(C#N)cc2)c(=O)n(-c2ccccc2)n1C (centres undefined)	-24%	-13%	7%	0.1%	-2%	1%	0	?	.	-1%
18	COc1ccccc1-c1nnc(NC(=O)c2ccc(S(=O)(=O)N(C)CC3CCCO3)cc2)o1 (centres undefined)	-8%	-51%	2%	-0.9%	7%	0%	-2	-2%	3%	-11%
19	COc1ccccc1/C=C1\Cc2ccccc2C1=O	5%	6%	3%	3.4%	16%	-8%	?	?	4%	1%
20	Cc1ccc(/C=N/NC(=O)c2nnn(-c3nonc3N)c2CSc2ccccc2)cc1	-9%	-9%	-4%	-0.3%	8%	-1%	8	-4%	7%	-1%
21	Cc1cc(C)cc(NC(=O)CCNS(=O)(=O)c2cc(Br)cnc2N)c1	24%	-18%	3%	0.5%	-3%	4%	0	14%	8%	-1%
22	Cc1cc2oc(=O)cc(CSc3nc(N)cc(N)n3)c2cc1C	-4%	0%	3%	-0.6%	5%	-3%	6	0%	23%	-2%
23	COc1ccc(C(=O)NC(=S)Nc2ccccc2N2CCCCC2)cc1[N+](=O)[O-]	-7%	-66%	-4%[46.1 µM]	3.9%	4%	2%	6	-29%	0%	-2%
24	O=C(NCCNS(=O)(=O)c1ccccc1Cl)c1cc(OCC(F)(F)F)ccc1OCC(F)(F)F	7%	-11%	.	-0.2%	5%	-1%	?	15µM*	3%	11%
25	CCNC(=O)N1CCCC(C(=O)c2ccc(C(F)(F)F)cc2)C1 (centres undefined)	-8%	0%	9%	-0.6%	.	-1%	19	-1%	2%	1%
26	CCCCN1C(=O)C(=O)N(CC(=O)Nc2cc(OCC)c(N3CCOCC3)cc2OCC)C1=O	11%	2%	2%	-0.3%	-2%	-7%	-2	6%	-4%	-1%
27	COc1ccc(C)cc1NC(=O)c1cnc2n(c1=O)CCS2	-5%	60%	-1%[46.1 µM]	-0.7%	16%	-7%	-1	?	-3%	4%
28	Cc1ccc(C(=O)N/N=C/c2cc(C)n(-c3ccc(Br)cc3)c2C)cc1[N+](=O)[O-]	-17%	-70%	2%	-0.6%	-3%	-1%	.	?	17%	-3%
29	O=C(COC(=O)c1ccc(F)c(S(=O)(=O)N2CCOCC2)c1)NCCc1ccccc1	4%	10%	-3%	-0.4%	12%	-4%	1	-2%	.	-2%
30	O=C(Nc1ccc(-c2csc(Nc3cccc(C(F)(F)F)c3)n2)cc1)c1cc([N+](=O)[O-])cc(C(F)(F)F)c1	9%	-19%	-2%	-0.1%	18%	-1%	1	?	1%	39%
31	FC(F)(F)c1ccnc(N2CCN(Cc3cnc(-c4ccccc4)[nH]3)CC2)c1	2%	-13%	3%	3.3%	13%	-1%	.	?	8%	1%
32	Cn1c(=O)c2[nH]c(SCc3ccccn3)nc2n(C)c1=S	.	.	.	-0.9%	3%	.	8	0%	-8%	6%
33	CNC(=O)NC(=O)CSc1cccc(C(F)(F)F)c1	-9%	-1%	-6%	0.3%	-7%	-10%	2	9%	0%	-4%
34	CCNc1nc(C#N)nc2c1ncn2-c1cc(F)cc(F)c1	.	-3%	6%	-0.2%	16%	6%	-3	7%	.	10%
35	COC(=O)COc1cccc(NC(=O)c2ccccc2)c1	-5%	4%	.	-0.6%	3%	1%	13	-2%	-2%	6%

Some entries already given, limited to PTAP TSG101 blk.
# | smiles | PTAP TSG101 blk
19 | COc1ccccc1/C=C1\Cc2ccccc2C1=O | -8%
20 | Cc1ccc(/C=N/NC(=O)c2nnn(-c3nonc3N)c2CSc2ccccc2)cc1 | -1%

Entries from the list above that have bromine, in the order listed:
item	structure	a7 integrin act	BRCA1 expr act	TCR act	B2AR arrestin	p53 reactivation	PTAP TSG101 blk	TRPV1 ag	ELG1 repair inh	CXXC DNA block	A-T KAP1 phos
1	COc1cc2cc(Br)cc(Br)c2nc1C	21%	-9%	-29%	-0.2%	-2%	-7%	-1	?	-12%	-2%
21	Cc1cc(C)cc(NC(=O)CCNS(=O)(=O)c2cc(Br)cnc2N)c1	24%	-18%	3%	0.5%	-3%	4%	0	14%	8%	-1%
28	Cc1ccc(C(=O)N/N=C/c2cc(C)n(-c3ccc(Br)cc3)c2C)cc1[N+](=O)[O-]	-17%	-70%	2%	-0.6%	-3%	-1%	.	?	17%	-3%
